Bioassay records: PubChem, several laboratories
EBV LMP1 NFkB = reduces LMP1-driven NF-kappaB luciferase signal; LMP1-induced NF-kappaB luciferase reporter cells, luminescence; inhibition, % at 12.5 µM; 350,000 compounds, 0.69% hits; in the data active = inhibition above about 41%;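 note: 0% = neutral control wells and 100% = reference inhibitor control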
SRC1 inh = inhibits human SRC1 coactivator; Q15788; HEK293 GAL4-SRC1 luciferase reporter, luminescence; inhibition, % at 3.6 µM; 360,000 compounds, 0.12% hits; AID 588354;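 active = inhibition above the campaign mean plus 3 SD, with each screening campaign given its own cutoff, cut at about 60% in these data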;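 note: 0% = DMSO treated cells and 100% = gossypol at 36 µM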
ABHD5-PLIN5 inh = blocks binding of human ABHD5 to perilipin-5 | Split G. princeps luciferase complementation, luminescence, 4 h | 360,000 compounds, 0.78% hits | inhibition, % at 4 µM;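 active = inhibition above the mean inhibition across every tested compound plus 3 SD, cut at about 22% in these data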;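 note: 0% = DMSO only wells and the 100% control is not disclosed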
NR5A2 inv ag = inverse agonists of human LRH-1 (NR5A2) | AID 602396 | HEK293T StAR-luciferase reporter, LRH-1 transfected, 24 h | 360,000 compounds, 0.13% hits | inhibition, % at 3.6 µM;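 active = inhibition above the mean inhibition of all tested compounds plus 3 SD, cut at about 73% in these data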;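 note: 0% = DMSO wells and 100% = reporter-only cells lacking LRH-1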
MC4R barr agon = activates human MC4R beta-arrestin recruitment | U2OS MC4R beta-arrestin complementation, luminescence; percent of melanotan II response, DMSO zero | 360,000 compounds, 0.98% hits | AID 540308 | activation, % at 8.9 µM | P32245;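 active = activation above a per-plate cutoff, the mean activation of sample wells on that plate plus 3 SD, cut at about 8% in these data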
Target sequence (P32245 whole entry, looked up): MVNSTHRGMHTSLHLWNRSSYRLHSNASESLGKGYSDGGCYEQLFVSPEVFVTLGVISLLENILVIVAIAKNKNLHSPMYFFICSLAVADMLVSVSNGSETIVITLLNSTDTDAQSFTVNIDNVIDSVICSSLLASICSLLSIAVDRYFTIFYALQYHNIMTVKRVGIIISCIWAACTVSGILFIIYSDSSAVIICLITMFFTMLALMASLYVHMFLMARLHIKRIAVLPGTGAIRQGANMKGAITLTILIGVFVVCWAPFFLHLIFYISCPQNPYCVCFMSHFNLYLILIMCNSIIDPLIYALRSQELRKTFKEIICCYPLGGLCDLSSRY
SRC3 inh = inhibitors of human steroid receptor coactivator 3 (SRC3) | HEK293 GAL4-SRC3 luciferase reporter, luminescence | inhibition, % at 3.6 µM | 360,000 compounds, 0.17% hits | AID 588352;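 active = inhibition above a per-campaign cutoff, the mean of all compounds plus 3 SD, cut at about 60% in these data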;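 note: 0% = DMSO-treated cells and 100% = gossypol-treated cells at 36 µM; higher means less SRC3-driven luciferase light from the GAL4 reporter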
NOD2 RIPK2 PPI = NOD2-RIPK2 protein interaction inhibition. 360,000 compounds, 0.38% hits. O43353. CHO BLA complementation NOD2-RIPK2, CCF4 ratio. AID 624267. inhibition, % at 4.98 µM; in the data active = inhibition above about 21%;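 note: 0% = vehicle only and 100% = reference blocker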
Target sequence (O43353 whole entry, looked up): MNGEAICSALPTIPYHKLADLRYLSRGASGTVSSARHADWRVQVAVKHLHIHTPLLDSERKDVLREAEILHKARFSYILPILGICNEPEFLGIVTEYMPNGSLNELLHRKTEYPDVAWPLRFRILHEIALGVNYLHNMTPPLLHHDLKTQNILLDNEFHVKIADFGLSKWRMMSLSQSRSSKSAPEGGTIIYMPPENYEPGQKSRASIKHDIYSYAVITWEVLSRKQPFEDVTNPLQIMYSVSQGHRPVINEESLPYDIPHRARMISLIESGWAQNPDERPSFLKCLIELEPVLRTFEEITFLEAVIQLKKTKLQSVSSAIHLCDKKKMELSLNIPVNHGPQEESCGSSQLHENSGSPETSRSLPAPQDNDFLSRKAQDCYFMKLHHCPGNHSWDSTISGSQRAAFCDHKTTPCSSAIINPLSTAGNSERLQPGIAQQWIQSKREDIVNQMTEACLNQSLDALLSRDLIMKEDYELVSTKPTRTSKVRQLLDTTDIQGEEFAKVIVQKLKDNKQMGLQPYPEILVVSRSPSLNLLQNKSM
TLR9-MyD88 inh = TLR9-MyD88 interaction inhibition; CHO BLA complementation TLR9-MyD88, CCF4 FRET ratio; Q9NR96+Q99836; inhibition, % at 4.98 µM; 340,000 compounds, 0.21% hits;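 active = inhibition above the mean over all tested compounds plus 3 SD, cut at about 21% in these data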;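 note: 0% = DMSO only wells and 100% = clavulanate BLA inhibitor control wells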
COUP-TFII inh = NR2F2 (human) inhibition, primary screen; inhibition, % at 8.6 µM; AID 686940; HEK293T NGFI-A luciferase reporter, luminescence; P24468; 370,000 compounds, 0.7% hits;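 active = inhibition above a per-plate cutoff, mean inhibition of test wells between control levels plus 3 SD, cut at about 38% in these data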;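 note: cells cotransfected with COUP-TFII expression vector driving the NGFI-A reporter; 0% = median of COUP-TF2 test wells and 100% = reporter-only cells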
NCOA2 inhibitor = human SRC2 (NCOA2) inhibition. Q15596. HEK293 GAL4-SRC2 luciferase reporter, luminescence. inhibition, % at 9 µM. 370,000 compounds, 0.17% hits. AID 651957;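 active = inhibition above the mean inhibition of all tested compounds plus 3 SD, set per campaign, cut at about 52% in these data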;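 note: 0% = DMSO treated cells and 100% = cells given Gossypol at 36 µM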
MC4R antagonist = blocks human MC4R cAMP signaling; P32245; MC4R-expressing cells, MTII-stimulated cAMP, LANCE TR-FRET; inhibition, % at 6.5 µM; 360,000 compounds, 0.48% hits;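 active = inhibition above its plate's cutoff, the mean of tested wells on that plate plus 3 SD, cut at about 29% in these data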;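 note: 0% = Melanotan II alone and 100% = Melanotan II plus saturating MCL0020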
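Test system: U2OS cells stably expressing human melanocortin 4 receptor (MC4R); also added: Melanotan II challenge; compound: 6.5 µM single dose; timing: 30-min compound preincubation, 1-h Melanotan II challenge, 1-h detection, room temperature; signal: Eu-cAMP/anti-cAMP TR-FRET, emission 671 nm; repeats: one well per compound, no replicates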
* = called active by the depositor; x = not tested or not shown. These rows are one share of the data; the hit share may differ from the screen's.

SMILES	EBV LMP1 NFkB	SRC1 inh	ABHD5-PLIN5 inh	NR5A2 inv ag	MC4R barr agon	SRC3 inh	NOD2 RIPK2 PPI	TLR9-MyD88 inh	COUP-TFII inh	NCOA2 inhibitor	MC4R antagonist
CCOC(=O)c1ccc(N2C(=O)C3CCCN3C2=S)cc1 (stereo not given)	-8	-12	-4	0	-2.2	2	-3	4	-9	-16	1
O=C(CNCCO)NC12CC3CC(CC(C3)C1)C2	0	-5	2	4	-1.0	2	-1	7	-10	-5	-2
CC1(Cc2ccccc2Cl)C(=O)Nc2cc(-c3ccccc3Cl)ccc21 (stereo not given)	x	0	-2	-1	-0.9	5	-1	x	-10	-40	1
CCc1cccc(CC)c1NC(=S)NCCc1c(C)[nH]c2ccccc12	0	-4	-4	12	-1.2	3	-1	5	10	10	8
Cc1cc(C(=O)Nc2cccc([N+](=O)[O-])c2)c(C)o1	6	-22	-3	-21	-3.1	6	-9	-1	3	-31	1
COc1ccc(N2C(=O)CC(N3CCN(c4nc5ccccc5s4)CC3)C2=O)cc1 (stereo not given)	2	1	-4	16	-1.5	-7	-5	-1	6	-1	4
CC(=O)NC1C(=O)N=C(SC(C)C(=O)Nc2cccc(Cl)c2)NC1=O (stereo not given)	0	1	-16	1	-2.2	11	-8	1	8	-12	2
Cc1ccc(C)c(Cn2nnc3c(=O)[nH]c(C4CCCN(C(=O)C5CCCCC5)C4)nc32)c1 (stereo not given)	-3	5	3	2	3.5	4	11	3	12	-2	11
O=S(=O)(/C=C/c1ccccc1)NC1CCCCCCC1	-1	7	-3	2	-0.2	15	13	7	8	-13	0
O=C(NC1CCCC1)C1CCN(S(=O)(=O)N2CCCCC2)CC1	-1	-9	-6	10	0.4	-11	-5	8	13	-44	2
CC(C)(C)c1ccc(C(=O)NCC(=O)OCC(=O)NC(=O)NC2CCCC2)cc1	-3	-19	-3	0	-2.1	1	-5	4	-8	-23	2
CC1=C/C(=N\NC(=S)Nc2cccnc2)CC(C)(C)C1	9	-37	-7	-19	-4.4	-48	4	14	39*	3	10
COc1ccccc1/C=C/C(=O)NNC(=O)c1cccs1	-7	-31	2	-24	-2.0	-11	-8	0	3	-28	7
CC(C)NC(=S)NCc1cccnc1	-2	-11	1	0	-1.3	5	-3	-4	-3	5	11
COc1ccc(OC)c(S(=O)(=O)NC(N)=NCCc2ccccc2)c1	-7	1	3	-13	-1.2	5	-1	-5	-13	-18	-6
COCCCn1cc(CN2CC(N(C)C)CS2(=O)=O)nn1 (stereo not given)	x	x	5	-18	x	x	-13	x	-2	-19	x
O=C(c1nc2ccc(Cl)cn2c1CNCCc1cnccn1)N1CCCCCCC1	3	4	3	10	-2.1	13	3	-1	14	-6	10
Cn1c(NC(=O)/C=C\c2ccccc2)cc(=O)n(C)c1=O	-29	-48	1	-43	-2.2	-72	-8	5	-44	-75	20
Cc1nn(-c2ccccc2)c(Cl)c1/C=N/Nc1ccc(Cl)c(C(=O)O)c1	18	-166	-5	-289	0.1	-113	-4	1	-95	-59	-1
CCC1(CC)NC(=O)N(Cc2nc3ccccc3s2)C1=O	-7	-1	5	-9	3.6	2	-15	12	-3	-17	-4
Cc1ccc(CNS(=O)(=O)c2ccc(F)c(F)c2)n1C	-4	8	11	-1	-0.3	-18	0	-4	1	-10	4
CCn1ccc(C(=O)NC2=C(C#N)CCC2)n1	1	4	0	-1	3.0	-2	-4	4	-12	0	3
O=C(CCCCCNc1nc(=S)[nH]c2ccccc12)N1CCN(c2ccccn2)CC1	9	12	-2	11	-1.2	4	1	6	7	19	-9
O=C1c2ccccc2C(Nc2ccc(Cl)cn2)N1Cc1ccccc1 (stereo not given)	3	-2	5	-2	5.5	2	-9	-8	20	1	10
COC(=O)c1cc(OC)c(OC)cc1NCC(=O)Nc1ccc(OC)c(OC)c1	-2	-2	-4	-9	2.4	22	-11	-12	11	3	0

More records:
SMILES	EBV LMP1 NFkB	SRC1 inh	ABHD5-PLIN5 inh	NR5A2 inv ag	MC4R barr agon	SRC3 inh	NOD2 RIPK2 PPI	TLR9-MyD88 inh	COUP-TFII inh	NCOA2 inhibitor	MC4R antagonist
CC(C)CNS(=O)(=O)c1ccc(CCC(=O)NCc2ccc(Cl)cc2)cc1	10	-5	3	8	0.3	11	10	-1	4	6	14
Cc1ccccc1Cn1nc(C)c(NC(=O)c2cc3nc(-c4ccco4)cc(C(F)(F)F)n3n2)c1C	7	0	4	-2	-2.3	1	0	-7	-3	-1	1
Cc1ccc(NC(=O)CNC(=O)c2ccc(Oc3ccccc3)cc2)nc1	4	0	-2	-11	-1.3	-5	5	-7	8	-2	3
COc1ccccc1C(=O)N/C(=C/c1ccc2c(c1)OCO2)C(=O)Nc1ccc(C(=O)O)cc1	0	-2	1	5	0.9	-9	-5	-2	-13	17	-2
COC(=O)c1ccc(C(NC(=O)OCc2ccccc2)/C(F)=C/[C@@H](C)C(=O)NCc2ccc(OC)c(OC)c2)cc1 (stereo not given in full)	6	-13	-2	-12	3.2	-1	6	5	5	1	10
CN(C)/C=C/C(=O)c1ccncc1	-11	-14	0	0	-1.2	8	1	-15	-5	-23	14
CCc1cc(C(=O)OC)c(NC(=O)CN2CCN(C(=O)C3CCCO3)CC2)s1 (stereo not given)	-1	10	1	8	-0.5	1	-2	-20	8	12	0
CC(C)CC(c1nnnn1C1CCCC1)N1CCC(C(N)=O)CC1 (stereo not given)	-1	-40	0	-21	-0.9	5	-4	-3	1	-30	9
O=C(CCc1ccccc1)Nc1cccc(NC(=O)CCc2ccccc2)c1	-13	2	0	-2	-0.3	24	4	7	-11	18	9
Cc1ccc(N2C(=O)c3cccc4cccc(c34)C2=O)cc1	-5	4	1	-10	0.1	24	2	5	-14	18	7
CCOC(=O)[C@@H]1[C@H]2COc3ccccc3[C@@H]2N2C(=O)N(c3cccc(C)c3)C(=O)[C@@]12C	0	6	-1	9	-0.9	16	7	-1	-6	12	6
Nc1nc(NCCCN2CCOCC2)nc(NCc2ccccc2)c1[N+](=O)[O-]	4	17	0	9	-1.7	19	3	-13	1	-11	-11
COc1ccccc1NS(=O)(=O)c1ccc(C)c(NC(=O)c2ccc(S(=O)(=O)N3CCCCCC3)cc2)c1	1	13	5	-20	1.5	26	-5	-11	41*	14	6
CC1NC(=O)NC1CCCCC(=O)O (stereo not given)	-14	2	7	7	-1.4	11	1	-2	-10	-11	5
CCOC(=O)c1c(CS(=O)(=O)c2ccccc2)n(C)c2cc(Br)c(O)cc12	4	6	-1	6	-2.1	0	7	4	16	31	10
CCC(OC(C)=O)c1cc2c(cc1[N+](=O)[O-])OCCO2 (stereo not given)	-10	12	3	-10	-1.0	13	2	0	12	7	0
Brc1ccc(Nc2ncnc3[nH]ncc23)cc1	x	-4	3	-7	1.4	-10	-8	x	12	1	9
Cc1cc(NC(=O)CSc2nc3c(C)c(C)ccc3cc2C)no1	-24	7	10	-4	-0.2	-5	-2	-9	4	15	12
COc1cc2ccccc2cc1C(=O)N1CCCC(C(F)(F)F)C1 (stereo not given)	0	4	-9	-16	-2.2	12	-1	8	9	8	3
COCCCNc1nc2ccccc2nc1NS(=O)(=O)c1ccccc1	2	-17	-10	4	-1.0	0	4	-2	13	-38	13
COc1cc(OC)c(OC)cc1C=NCC1(c2ccccc2)CCCC1	1	28	-1	7	-1.5	-1	1	-4	-2	24	-4
CC12CCCCC1N(O)C(=O)C(=O)N2O (stereo not given)	-12	-5	0	-5	-1.6	2	-12	-4	4	8	0
CCOc1ccc(C2NC(=O)NC(C)=C2C(=O)OCc2ccccc2)cc1 (stereo not given)	-30	-2	9	-10	-0.1	3	-6	3	4	5	9
CCCCc1c(-c2ccccc2OC)ncn1Cc1ccc(-c2ccccc2)cc1	x	x	7	6	x	x	-14	x	21	24	x
CC1=C(C(=O)OC2CCC(C)CC2)C(c2ccc(O)c([N+](=O)[O-])c2)NC(=O)N1 (stereo not given)	-1	-2	2	2	0.4	-22	-6	-21	1	13	13

(cont.)
SMILES	EBV LMP1 NFkB	SRC1 inh	ABHD5-PLIN5 inh	NR5A2 inv ag	MC4R barr agon	SRC3 inh	NOD2 RIPK2 PPI	TLR9-MyD88 inh	COUP-TFII inh	NCOA2 inhibitor	MC4R antagonist
COCCNC(=O)Cn1nc(-c2ccccc2)c2ccccc2c1=O	8	-1	4	26	-0.8	13	3	12	2	-40	1
Cc1nc2sc3c(c2c(=O)n1N)CCC3	-3	-3	4	-2	-2.2	-10	0	-2	-1	-13	4
CCOC(=O)C(=O)C1C(=O)Nc2ccccc21 (stereo not given)	9	-13	-5	13	-2.4	-17	-7	0	-11	8	-7
C[C@H]1CN([C@@H](C)CO)C(=O)CCCn2cc(nn2)CO[C@@H]1CN(C)S(=O)(=O)c1ccc(Oc2ccccc2)nc1	-2	-9	3	-26	0.8	-5	-6	0	1	-14	-2
CNC(=O)c1cc2ncc(C(F)(F)F)cc2s1	-5	-20	-2	-22	-0.7	-19	2	-1	-37	0	1
COc1cc2[nH]c(Cl)c([N+](=O)[O-])c2cc1OC	-9	-5	1	-5	-2.0	9	3	-6	-7	-7	1
CC(C)N1CCN(c2ccncc2S(=O)(=O)N2CCOCC2)CC1	-13	-47	6	-4	-2.3	5	-12	-3	-10	11	4
CC(C)Oc1ccc(Cn2c(=O)sc3ccccc32)cc1	1	4	-7	-6	2.5	-13	11	2	-2	7	16
O=C(Nc1ccc(Oc2ccsc2C(=O)O)cc1)c1ccccc1F	0	-27	0	-16	-0.1	-18	3	-21	-8	17	4
O=C(Nc1nc(-c2cccnc2)cs1)c1cccc([N+](=O)[O-])c1	-16	-6	3	8	-1.2	12	-2	2	-11	4	15
Cc1ccc(CNC(=O)c2ccc(N3CCC4(CC3)CC(c3ccccc3)=NO4)c(NC(=O)c3ccc(Cl)c([N+](=O)[O-])c3)c2)cc1	1	5	-17	-5	-2.6	6	7	6	-1	-1	13
CCn1c(=O)c(C(=O)Nc2ccccn2)c(O)c2ccccc21	-5	6	5	9	-2.6	6	-5	2	7	20	7
Cc1c(C(=O)c2ccc(F)cc2F)c2ccccn2c1CCC#N	4	-6	1	18	-3.5	-22	2	-7	-5	17	5
N#Cc1ccccc1OCC(=O)OCC(=O)N1CCCC1	-8	-3	0	2	-1.1	14	-11	3	12	-36	0
COc1ccc(C2=Cc3ccccc3C(CC(=O)C3CC3)N2c2ccc(-c3cc(OC)c(OC)c(OC)c3)cc2)cc1 (stereo not given)	x	x	-3	28	x	x	-5	x	-5	10	x
COc1cccc(-n2c(SCC(=O)NC3CCCC3)nnc2-c2ccco2)c1	-18	-26	3	-15	-1.9	-3	2	0	-6	-9	7
COCCNc1nc(C)c(C(C)=O)s1	4	-14	-3	15	1.0	8	6	-7	1	-27	24
